PAFAH1B2 inh: blocks human PAF acetylhydrolase 1b catalytic subunit 2. recombinant PAFAH1B2, FP-rhodamine activity probe, fluorescence polarization. inhibition, % at 3.39 µM. 340,000 tested, 1.2% active. AID 492953;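 active = inhibition above the mean of all tested compounds plus 3 SD, cut at about 24% in these data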;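 also: 0% = enzyme with DMSO and 100% = wells lacking PAFAH1B2; many of its hits are not listed in these tables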
PAD4 inh: PAD4 (human) enzyme inhibition; inhibition, % at 6.36 µM; recombinant PAD4, RCA probe fluorescence polarization; Q9UM07; 330,000 tested, 0.41% active; AID 485272;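 active = percent inhibition above a cutoff equal to the mean of all tested compounds plus 3 SD, cut at about 15% in these data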;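 also: 0% = PAD4 with RCA probe and DMSO and 100% = probe without PAD4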
PAFAH2 FP inh: PAFAH2 (human) inhibition; 340,000 tested, 0.99% active; recombinant PAFAH2, FP-rhodamine activity probe, fluorescence polarization; inhibition, % at 3.39 µM;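 active = inhibition above the mean over all tested compounds plus 3 SD, cut at about 30% in these data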;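 also: inhibitors block probe labeling of enzyme so polarization drops; 0% = enzyme with DMSO and 100% = wells lacking PAFAH2 protein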
PREPL inh: human PREPL enzyme inhibition; Q4J6C6; recombinant PREPL, fluorescence polarization activity-based probe; inhibition, % at 5.96 µM; 320,000 tested, 0.68% active; AID 2751; in the data active = inhibition above about 43%;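 also: 0% = enzyme with DMSO and 100% = wells lacking enzyme; many of its hits are not listed in these tables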
PAFAH1B3 inh: PAFAH1B3 (human) inhibition | 340,000 tested, 0.28% active | recombinant PAFAH1B3, FP-rhodamine probe, fluorescence polarization | AID 492972 | inhibition, % at 3.39 µM | Q15102;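 active = inhibition above the screen-wide average of all tested compounds plus 3 SD, cut at about 25% in these data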;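 also: 0% = enzyme with DMSO only and 100% = wells lacking PAFAH1B3 protein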
Target sequence (Q15102 whole entry, looked up): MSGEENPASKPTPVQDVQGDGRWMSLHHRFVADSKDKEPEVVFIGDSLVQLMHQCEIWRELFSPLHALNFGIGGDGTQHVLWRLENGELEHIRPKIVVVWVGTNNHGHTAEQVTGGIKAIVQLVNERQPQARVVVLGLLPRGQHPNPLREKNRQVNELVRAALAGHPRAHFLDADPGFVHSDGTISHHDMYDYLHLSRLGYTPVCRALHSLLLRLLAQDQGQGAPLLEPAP
pPAFAH FP inh: inhibitors of human plasma PAF acetylhydrolase (pPAFAH). Q13093. recombinant pPAFAH, FP-rhodamine probe fluorescence polarization. inhibition, % at 3.39 µM. 330,000 tested, 1.5% active. AID 463082;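 active = inhibition above the mean inhibition across the screen plus 3 SD, cut at about 25% in these data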;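 also: inhibitors block binding of the rhodamine activity-based probe so polarization drops; 0% = enzyme with DMSO and 100% = wells lacking pPAFAH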
Target sequence (Q13093 whole entry, looked up): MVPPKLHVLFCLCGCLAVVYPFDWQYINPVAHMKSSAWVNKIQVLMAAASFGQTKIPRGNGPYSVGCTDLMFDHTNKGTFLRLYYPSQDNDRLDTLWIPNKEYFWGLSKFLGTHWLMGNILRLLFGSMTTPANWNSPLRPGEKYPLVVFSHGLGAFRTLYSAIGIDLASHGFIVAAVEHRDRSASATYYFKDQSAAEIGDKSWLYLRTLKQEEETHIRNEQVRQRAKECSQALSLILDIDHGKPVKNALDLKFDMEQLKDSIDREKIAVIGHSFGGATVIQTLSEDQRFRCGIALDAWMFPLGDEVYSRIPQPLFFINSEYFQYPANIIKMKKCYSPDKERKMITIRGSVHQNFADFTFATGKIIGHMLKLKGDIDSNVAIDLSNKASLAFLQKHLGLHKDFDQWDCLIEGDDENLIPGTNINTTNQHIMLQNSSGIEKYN
LYPLA2 inh: blocks human lysophospholipase 2, a PME1 counter-screen. O95372. recombinant LYPLA2, FP-Rh probe fluorescence polarization. inhibition, % at 5.9 µM. 320,000 tested, 0.38% active. AID 2177;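 active = inhibition above the screen-wide mean plus 3 SD, limit set per campaign, cut at about 26% in these data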;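 also: 0% = LYPLA2 with DMSO and 100% = wells lacking LYPLA2 enzyme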
LYPLA1 inh: blocks human lysophospholipase 1, a PME1 counter-screen; AID 2174; inhibition, % at 5.9 µM; O75608; recombinant LYPLA1, FP-Rh probe fluorescence polarization; 320,000 tested, 0.16% active;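 active = inhibition above the mean of all tested compounds plus 3 SD, set per campaign, cut at about 14% in these data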;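 also: inhibitors block serine hydrolase probe labeling of LYPLA1 so polarization falls; 0% = enzyme with DMSO and 100% = wells lacking LYPLA1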
Target sequence (O75608 whole entry, looked up): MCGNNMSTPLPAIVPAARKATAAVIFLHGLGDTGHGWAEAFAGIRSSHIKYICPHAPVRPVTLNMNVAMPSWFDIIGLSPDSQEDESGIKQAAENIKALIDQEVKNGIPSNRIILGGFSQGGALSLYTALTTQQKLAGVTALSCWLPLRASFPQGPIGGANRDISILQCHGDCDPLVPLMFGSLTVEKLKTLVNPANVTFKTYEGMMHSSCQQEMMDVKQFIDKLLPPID
GSTO1 counter: blocks human GSTO1 in RBBP9 counter-screen. P78417. recombinant GSTO1, activity-based probe fluorescence polarization. inhibition, % at 5.96 µM. 300,000 tested, 1.1% active. AID 1974;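 active = inhibition above the campaign mean inhibition plus 3 SD, cut at about 35% in these data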;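 also: 0% = GSTO1-1 with DMSO and 100% = wells lacking GSTO1-1 enzyme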
Numbers without * were called inactive; . = no result given. These rows are one share of the data; the hit share may differ from the screen's.

SMILES	PAFAH1B2 inh	PAD4 inh	PAFAH2 FP inh	PREPL inh	PAFAH1B3 inh	pPAFAH FP inh	LYPLA2 inh	LYPLA1 inh	GSTO1 counter
COc1ccc(CCNC(=O)CN2C(=O)NC3(CCc4ccccc43)C2=O)cc1 (stereo unspecified)	2	6	6	9	-2	1	5	1	.
COc1ccccc1CCNC(=O)CCCn1nc(C)c2c(C)n(-c3ccc(C)cc3)nc2c1=O	4	-8	10	6	12	1	-1	0	9
CC(=O)Nc1ccc(S(=O)(=O)Oc2ccc(C=O)cc2)cc1	20	0	1	16	6	-2	-5	-2	-3
COCCNC(=O)CN1C(=O)NC2(CCCc3cc(OC)ccc32)C1=O (stereo unspecified)	-4	-1	3	1	0	1	0	-4	7
CC1(CCc2ccccc2)NC(=S)N(c2ccc(Cl)cc2)N1 (stereo unspecified)	0	-1	4	-7	8	-4	10	3	5
Cn1c(=O)c2[nH]c(SCC(=O)c3ccc(F)cc3)nc2n(C)c1=O	-4	-4	0	-1	3	4	0	-1	11
NC(=O)NOCc1ccccc1	8	5	5	6	4	-1	4	-1	8
COc1cccc(C(=O)C2CCCN(Cc3ccc(OC)c(Cn4cncn4)c3)C2)c1 (stereo unspecified)	4	1	-5	-9	6	6	3	2	7
CCOC(=O)c1c(C)[nH]c(C)c1-c1ccccc1OC	-4	-3	-6	-5	-6	-5	1	-1	9
O=C(Cc1ccccc1)Nc1ccnn1C1CCN(Cc2ccc(CO)o2)CC1	0	-3	2	-5	6	1	-3	2	8
COc1ccc(NC(=O)[C@H](CCS(C)(=O)=O)N2Cc3ccccc3C2=O)c(OC)c1	-1	-2	-4	-3	0	-1	0	-1	3
C[C@@H]1C(c2ccc(F)cc2)=NN(c2ccc(Br)cc2)[C@H]1C(=O)N1CCOC1=O	6	-4	-2	.	12	9	.	.	.
COc1ccc(-c2csc(NC(=O)CN3C(=O)C4CCCCC4C3=O)n2)c(OC)c1 (stereo unspecified)	0	-3	4	7	1	5	2	-4	-8
COC(=O)c1c(NC(=O)CSc2nnc3ccccn23)sc2c1CCC2	-2	-5	8	-12	-3	6	0	0	3
O=C(c1cn(-c2ccccc2)nc1-c1cccnc1)N1CCCC(C(F)(F)F)C1 (stereo unspecified)	-2	-1	-10	-3	-1	0	1	1	3
O=C(CSc1nnc(-c2ccccc2F)n1C1CCCCC1)N1CCCC1	0	1	-6	6	-8	1	-3	2	4
O=c1[nH]cc(S(=O)(=O)N2CCOCC2)c(=O)[nH]1	-2	-2	3	8	3	-3	-2	-1	-6
COc1ccc(-c2nn(-c3ccccc3)cc2C(=O)Nc2cccc(S(=O)(=O)NC3=NCCC3)c2)cc1	-13	-11	-28	-8	-12	-10	.	.	.
COc1ccc(Cn2c(=O)[nH]c3cc(C(=O)NCCCN4CCCCC4)ccc3c2=O)cc1	7	0	-4	-15	-1	1	-3	-4	5
COc1ccc(NC(=O)NCCCN2CCN(c3ccccc3F)CC2)cc1	-1	-6	0	49*	-1	3	3	3	-1
C/C(=N\NC(N)=S)C1C2C3CC4C5CC(C42)C1C53 (stereo unspecified)	17	0	-2	-12	2	2	3	1	-3
COc1cc2c(cc1OC)CN(S(=O)(=O)/C=C/c1ccccc1)CC2	-1	2	8	1	9	-2	-4	0	4
NC(=O)N/N=C/c1ccc2cccc(OCc3ccccc3)c2n1	.	9	.	-3	.	0	9	1	20
CCOC(=O)N1CCN(CC(O)COc2ccc(C)c(C)c2)CC1 (stereo unspecified)	1	-3	-4	-4	5	1	-1	0	-1
Cc1cccc2cc(CN(Cc3nnnn3Cc3ccccc3)C3CCCC3)c(=O)[nH]c12	3	1	4	7	5	4	-1	0	-9
Following part:
SMILES	PAFAH1B2 inh	PAD4 inh	PAFAH2 FP inh	PREPL inh	PAFAH1B3 inh	pPAFAH FP inh	LYPLA2 inh	LYPLA1 inh	GSTO1 counter
Cc1cc(C)c(C(=O)COC(=O)[C@H](C)Nc2ccc(C(F)(F)F)cc2[N+](=O)[O-])c(C)c1	0	-4	-4	14	-4	-3	-1	-2	-1
COCCCNC(=S)N/N=C/c1ccc2ccccc2c1	7	1	4	25	-7	6	5	1	-8
CSc1nnc(-c2cc3c(-c4ccccc4)nn(C)c3s2)n1C	-2	2	2	1	-3	5	1	-1	-3
O=C(O)c1ccc(C2Nc3ccccc3C(=O)N2Cc2ccccc2)cc1 (stereo unspecified)	5	-2	-15	3	12	-5	-4	-6	-3
CCc1ccccc1Oc1ccc(S(=O)(=O)N2CCN(C)CC2)cn1	9	2	-7	-39	3	6	-1	1	7
CCOc1ccc(NC(=O)CN(C)C(=O)Cn2c(=O)oc3ccccc32)cc1OCC	4	3	-5	4	-2	6	0	0	-5
CCN(CC(O)COc1ccc(OCC(O)CN(CC)C2CCCCC2)cc1)C1CCCCC1 (stereo unspecified)	5	0	-2	11	9	0	-1	1	10
COc1ccc(C(=O)NC2CCN(C(=S)Nc3ccc(C)c(C)c3)CC2)cc1	1	-6	-1	1	4	5	1	0	-2
COC(=O)c1ccccc1NC(=O)c1ccccc1NS(C)(=O)=O	-1	-2	1	-4	7	-2	-1	0	-1
CN1C(C)(C)c2ccccc2OS1(=O)=O	5	2	-8	-2	1	2	-2	-1	1
O=C(NCc1ccncc1)C1CCC(=O)N(CCc2ccc(Cl)cc2)C1 (stereo unspecified)	4	-7	-5	4	2	-3	9	2	-3
Cc1cccc(C)c1NC(=O)CN(C)C(=O)c1ccccc1Sc1ccccc1C#N	1	3	5	-1	10	1	-6	-2	.
CCCOc1ccc(C(=O)OCC(=O)c2c(N)n(C)c(=O)n(C)c2=O)cc1OC	4	-1	-7	5	5	2	-4	-1	1
CCOC(=O)C1C(=O)OC2(CCCCC2)C1C(=O)OCC (stereo unspecified)	2	2	4	-4	5	1	-3	0	6
COc1cccc(CN2CCSCC2)c1OC	2	-2	0	3	4	7	5	-4	-4
Cn1c(SCc2cnc(-c3ccccc3)s2)nnc1C1COc2ccccc2O1 (stereo unspecified)	5	1	5	-25	5	2	6	0	-3
COc1ccc(/C(O)=C/Sc2nnc(Cc3ccccc3)o2)cc1	9	-5	3	-5	13	8	13	3	31
CC1=C(C(=O)OCc2ccccc2)C(c2ccc3ccccc3c2)NC(=O)N1CCCCCC(=O)O (stereo unspecified)	.	-2	.	25	.	12	2	-4	-1
CCOc1ccc(S(=O)(=O)n2c(C)nc3ccccc32)cc1	0	3	1	3	2	-7	-9	2	6
O=C(NCCCN1CCOCC1)c1cn(-c2ccccc2)nc1-c1ccc(Br)cc1	5	2	-1	9	3	2	.	.	.
Cc1ccc(C2(C)NC(=O)N(CC(=O)NC(=O)NC(C)C)C2=O)cc1 (stereo unspecified)	-1	-1	13	-1	5	1	-4	3	5
C=CCn1c(NC(=O)c2ccccc2Cl)c(C#N)c2nc3ccccc3nc21	17	59*	6	27	60*	8	50*	39*	79*
CCN(CC(=O)Nc1ccc2c(c1)OCCO2)C(=O)/C=C/c1ccc(OC)cc1OC	-1	3	-5	18	2	5	8	4	8
CCN1C(=O)[C@H]2[C@H]3CN=C(SCc4ccc(C(=O)OC)cc4)N3[C@@](Cc3ccccc3)(C(=O)OC)[C@H]2C1=O	2	2	-1	.	7	2	.	.	.
Cc1ccc(-c2nnc(SCC(=O)N3CCOCC3)nc2-c2ccc(C)cc2)cc1	4	-1	3	8	0	2	-3	4	0

An excerpt from above with just PAFAH1B2 inh.
Compound,PAFAH1B2 inh
COC(=O)c1ccccc1NC(=O)c1ccccc1NS(C)(=O)=O,-1
CN1C(C)(C)c2ccccc2OS1(=O)=O,5

Arranged by the number under PAFAH2 FP inh (highest first): some entries from above.
SMILES,PAFAH2 FP inh
COC(=O)c1c(NC(=O)CSc2nnc3ccccn23)sc2c1CCC2,8
COCCCNC(=S)N/N=C/c1ccc2ccccc2c1,4
CCCOc1ccc(C(=O)OCC(=O)c2c(N)n(C)c(=O)n(C)c2=O)cc1OC,-7

Additional entries
SMILES	PAFAH1B2 inh	PAD4 inh	PAFAH2 FP inh	PREPL inh	PAFAH1B3 inh	pPAFAH FP inh	LYPLA2 inh	LYPLA1 inh	GSTO1 counter
COc1ccc(CCNC(=O)c2cccc(Br)c2)cc1OC	10	-2	0	-5	2	2	8	3	1
O=C(NCCCN1CCN(Cc2ccccc2)CC1)C1CCN(c2nnc(-n3cccc3)s2)CC1	3	-2	3	44*	7	8	13	4	6
CCn1nc(C(=O)NCc2ccco2)c(Cl)c1Cl	2	-1	-5	14	9	-2	10	-1	-2
COc1cc(/C=N/NS(=O)(=O)c2ccc(C)cc2)ccc1OCc1ccc(C(=O)O)cc1	-1	11	16	-16	10	-1	0	2	-10
O=C(c1cccc(N2C(=O)C3CC=CCC3C2=O)c1)N1CCCc2ccccc21 (stereo unspecified)	1	-5	5	12	7	-4	2	3	2
COc1ccc(CCNC(=O)CN2C(=O)NC3(CCCCC3)C2=O)cc1	9	0	-1	-2	8	5	.	.	.
Cc1cccc(CN2CCN(c3nc4nonc4nc3NC3CC3)CC2)c1	-1	28*	3	-17	2	7	-1	3	2
CCCc1cc(=O)[nH]c2nnc(SCC(=O)NCc3ccc4c(c3)OCO4)n12	6	1	-3	9	0	-2	1	-3	7
COc1cc(C(C)=O)ccc1OCC(=O)NC(=O)Nc1ccc(C)cc1C	-3	0	-1	9	7	5	.	.	.
COc1ccc(/C=C/C(=O)Nc2cccc(S(=O)(=O)NC3=NCCCCC3)c2)cc1OC	-2	-2	-2	3	-1	0	-11	-7	.
CC1CCN(CCn2c(=S)[nH]c3cc4c(cc3c2=O)OCO4)CC1	-1	1	8	15	-2	4	5	3	3
O=C(NN1C(=O)C2C3C=CC(C4CC34)C2C1=O)c1cccc(Br)c1 (stereo unspecified)	3	-6	1	-4	-1	5	-1	-2	-5
N#Cc1ccc(NC(=O)Nc2ccc(Cl)cc2)cc1	-8	-12	-15	9	-13	-24	-58	-39	-57
Cc1ccc(N(CC(=O)Nc2cc(Cl)ccc2Oc2ccccc2)S(C)(=O)=O)cc1C	-5	-1	-4	-15	-1	5	-9	-6	-6
CCC(=O)c1ccccc1OCCCN1C(=O)NC(C)(C)C1=O	-1	-6	-2	-1	7	2	6	2	5
CNC(=S)N/N=C/c1ccco1	7	2	7	1	7	5	-9	-2	6
CC(C)C1NC(=S)N(C2CCCCC2)C1=O (stereo unspecified)	4	1	11	4	4	6	12	0	4
CC(C(=O)NCc1ccccn1)N1C(=O)c2ccccc2C1=O (stereo unspecified)	12	-6	4	8	4	5	1	1	3
COc1ccc(CC(=O)NCc2ccco2)cc1OC	1	1	-6	-8	9	2	2	-2	2
Cc1[nH]c2c(Cl)cccc2c(=O)c1CN1CCCCCC1	4	-9	-4	10	6	-4	-3	1	0
CSCCC(=O)Nc1cc(S(=O)(=O)N2CCOCC2)ccc1N1CCN(C)CC1	2	1	0	-4	4	-8	-6	-2	-1
CC(C)c1ccc(OCC(=O)NCc2ccco2)cc1	10	3	6	-10	3	-1	1	5	-2
CC[n+]1c(/C=C/N(C)c2ccccc2)n(-c2ccccc2)c2ccc(-c3nc4ccccc4s3)cc21	0	-13	-9	41	1	17	9	2	-37
Cc1ccc(CNS(=O)(=O)c2ccc(-n3cnnn3)c(C)c2)cc1	4	5	1	-8	5	6	-2	0	6
O=C(NC1CCCCC1)C(Cc1ccccc1)NS(=O)(=O)c1cccs1 (stereo unspecified)	7	-5	10	-8	3	-3	3	1	-11
Cc1ccsc1C1C(C#N)=C(N)N(N(C)C)C2=C1C(=O)CCC2 (stereo unspecified)	6	-4	-2	4	0	7	2	2	13
COc1ccc(NC(=O)c2cc(-c3cccc(OC)c3)on2)cc1	-2	-1	-3	-8	-1	0	-4	-2	3
